Source: PubChem BioAssay
RAD54 inh = blocks human RAD54 Holliday junction branch migration. Q92698. FAM/BHQ fluorescence. inhibition, % at 10.4 µM. 360,000 tested, 0.14% active. AID 602329;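 active = mean normalized replicate activity at least 40 and at least half of replicates scoring 40 or more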;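 note: 0% = median of neutral control wells and 100% = median of positive control wells; inhibitors cause a drop in the FAM fluorescence signal; in these data hits start at about 50%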
RAD52 anneal inh = blocks human RAD52 DNA annealing; P43351; recombinant RAD52 DNA annealing, FRET fluorescence; inhibition, % at 18.7 µM; 360,000 tested, 0.46% active;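 active = every replicate showing at least 50% inhibition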
Target sequence (P43351 whole entry, looked up): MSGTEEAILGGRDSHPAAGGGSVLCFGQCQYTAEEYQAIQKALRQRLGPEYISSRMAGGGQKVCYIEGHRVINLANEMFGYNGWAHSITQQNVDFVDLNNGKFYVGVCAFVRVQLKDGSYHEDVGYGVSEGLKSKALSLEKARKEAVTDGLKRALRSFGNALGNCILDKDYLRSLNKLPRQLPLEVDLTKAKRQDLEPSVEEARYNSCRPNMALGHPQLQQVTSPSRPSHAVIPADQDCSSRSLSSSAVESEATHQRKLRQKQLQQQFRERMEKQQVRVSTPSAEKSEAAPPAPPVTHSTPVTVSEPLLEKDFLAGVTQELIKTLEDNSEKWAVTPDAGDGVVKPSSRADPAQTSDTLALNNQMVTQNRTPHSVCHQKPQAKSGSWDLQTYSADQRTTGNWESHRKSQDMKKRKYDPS
ERp5 inh = inhibitors of human ERp5. inhibition, % at 9.99 µM. Q15084. 350,000 tested, 0.05% active. ERp5 insulin aggregation, absorbance 650 nm, 90 min;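 active = mean replicate inhibition above about 25%, with every replicate also reaching it, limit read from the data, passing the limit was not always enough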
Target sequence (Q15084 whole entry, looked up): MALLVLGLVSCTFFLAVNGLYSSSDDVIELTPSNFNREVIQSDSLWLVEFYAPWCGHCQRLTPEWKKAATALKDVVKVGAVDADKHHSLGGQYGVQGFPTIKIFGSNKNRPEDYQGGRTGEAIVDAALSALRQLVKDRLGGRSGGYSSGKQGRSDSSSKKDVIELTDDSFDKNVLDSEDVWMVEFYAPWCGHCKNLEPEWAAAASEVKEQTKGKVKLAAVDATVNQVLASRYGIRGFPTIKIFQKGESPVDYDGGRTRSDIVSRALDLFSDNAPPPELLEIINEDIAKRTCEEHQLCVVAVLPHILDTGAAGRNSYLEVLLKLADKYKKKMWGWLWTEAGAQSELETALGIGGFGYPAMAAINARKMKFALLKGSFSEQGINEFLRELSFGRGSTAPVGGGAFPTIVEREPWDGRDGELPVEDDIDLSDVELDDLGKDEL
esBAF inh = SWI/SNF esBAF complex inhibition; mouse ES cells, Bmi1-luciferase knock-in reporter, 24 h; 100% = twice the neutral-well signal; reporter increase, % at 12.5 µM; 350,000 tested, 2% active; AID 602393; in the data active = activation above about 40%;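 note: 0% = median of the plate's neutral control wells and 100% = double that signal; a rise in the Bmi1 reporter signal indicates esBAF inhibition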
E-sel inducer = E-selectin induction on HUVECs. AID 686992. activation, % at 7.58 µM. P16581. HUVEC E-selectin immunofluorescence imaging; normalized: neutral wells 0, TNF-alpha wells 100. 260,000 tested, 0.37% active;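 active = mean E-selectin-positive cell signal at least 10% of the positive control, reached in at least 60% of replicates, without over 20% cell loss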;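 note: in these data hits start at about 27%; measured in HUVEC primary endothelial cells; signal is the percent of cells scored E-selectin positive by PE staining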
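Read-out: % PE-positive cells | Test system: HUVEC | Doses: One compound dose added by pin transfer | Buffer or medium: EGM-2 over gelatin coat | Signal: Immunofluorescence imaging | Benchmarks: TNF-alpha, DMSO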
XiGFP reactiv = reactivates the inactive X chromosome in mouse fibroblasts | 360,000 tested, 0.055% active | activation, % at 7.58 µM | XiGFP mouse fibroblasts, % GFP-positive cells imaging, 3 d; cells co-treated with 5-aza-dC sensitizer; scaled so ellipticine positive control = 100%;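 active = mean normalized replicate activation at least 10% and every replicate at or above 10%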;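 note: 0% = median of on-plate neutral control wells and 100% = ellipticine 6 µM median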
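Assay system – SV40-immortalized XiGFP fibroblast cells, line 68-5-11 · Buffer or medium – DMEM supplemented with 5-aza-dC as sensitizing agent · Dosing – one concentration, pinned · Benchmarks – positive control ellipticine, 6 µM final · Times – 3 days compound exposure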
ERAP1 inh = ERAP1 (human) enzyme inhibition | Q9NZ08 | recombinant ERAP1, Leu-AMC fluorescence, 60 min | inhibition, % at 10.7 µM | 340,000 tested, 0.15% active | AID 652197;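 active = mean replicate inhibition of at least 30%, or all replicates individually reaching that 30% level; inactive = mean below 30% and not every replicate reaching it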;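 note: 0% = neutral control wells and 100% = L-leucinethiol positive control wells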
S100A4 MyoIIA = inhibitors of human S100A4 binding to myosin IIA peptide; 360,000 tested, 0.14% active; inhibition, % at 10.7 µM; S100A4/TAMRA-MyoIIA peptide fluorescence polarization; P26447; AID 652163;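 active = mean inhibition of at least 70% across replicates, with every replicate also reaching that level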
Target sequence (P26447 whole entry, looked up): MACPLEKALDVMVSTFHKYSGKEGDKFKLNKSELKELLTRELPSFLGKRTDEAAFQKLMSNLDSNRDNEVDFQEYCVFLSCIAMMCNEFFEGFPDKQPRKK
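Test system: S100A4 monomer protein; Medium: HEPES pH 7.2 with CaCl2, KCl, NaCl, DTT, Triton; Probe or stimulus: TAMRA-labelled myosin IIA heavy-chain peptide probe, 5 nM; Doses: one dose per compound; Times: polarization read 5 min after assay mix addition, stable 5–60 min; Benchmarks: neutral control DMSO, positive control TFP.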
* hit, by the source's call; . = no result given.

SMILES	RAD54 inh	RAD52 anneal inh	ERp5 inh	esBAF inh	E-sel inducer	XiGFP reactiv	ERAP1 inh	S100A4 MyoIIA
CC(OC(=O)C1CC(=O)N(Cc2ccccc2)C1)C(=O)Nc1ccc(F)cc1Cl (configuration not stated)	.	-5	-2	.	-0.1	0.4	-2	1
CN(C(=O)COC(=O)c1ccc(Br)c([N+](=O)[O-])c1)c1c(N)n(Cc2ccccc2)c(=O)[nH]c1=O	.	-1	7	2	.	0.0	-1	-1
OCCN(CCCn1c(-c2ccncc2)nc2ccccc21)c1nc(CN2CCCCC2)cs1	-6	-9	-2	4	-0.1	0.0	-1	-7
CC(NC(=O)Nc1ccc(Br)cc1)C(C)(C)C (configuration not stated)	.	-25	3	.	.	0.0	-1	-1
COc1ccc(NC(=O)CSc2nnnn2C2CCCCC2)c(OC)c1	2	10	-1	7	.	-0.1	3	15
O=C(Cn1cc(C(=O)C(F)(F)F)c2ccccc21)NCc1ccco1	.	-13	0	.	.	0.3	2	2
O=C(C[C@@H]1C=C[C@H](NC(=O)CC2CC2)[C@@H](CO)O1)NCC(F)(F)F	2	10	-2	1	0.0	0.0	-2	9
NS(=O)(=O)c1ccc(N/N=C/c2ccc[nH]2)c([N+](=O)[O-])c1	.	-7	0	-13	-6.4	0.0	2	-6
C[C@H]1CN([C@@H](C)CO)C(=O)c2cc(NC(=O)C3CC3)ccc2O[C@H]1CN(C)CC1CCCCC1	-6	8	-5	-12	-0.1	-0.7	0	-2
O=C(CCNC(=O)c1ccc([N+](=O)[O-])cc1)Nc1ccccc1N1CCCC1	-8	1	0	-2	-0.6	0.0	-3	-4
Cc1cscc1-c1cc2nc(NCCCN(C)C)n(C)c(=O)c2s1	31	39	2	12	-0.1	-0.1	-4	-13
O=C(/C=C/c1ccc(OC(F)F)cc1)Nc1cccc(S(=O)(=O)N2CCOCC2)c1	-6	-4	6	11	-0.3	-0.1	3	1
COc1ccc(C)cc1S(=O)(=O)N(CC(=O)Nc1cccc([N+](=O)[O-])c1)c1ccc(C)cc1	.	-7	-1	.	-0.6	0.1	-3	8
Cc1ccc(NC(=O)C(NS(=O)(=O)c2cccc3nsnc23)C(C)C)nc1 (configuration not stated)	-8	-7	2	-2	1.0	0.1	6	-6
Cc1cc2c(cc1C)NC(=O)C(C)CN2 (configuration not stated)	-7	-13	5	23	-0.1	0.0	-3	-19
COCCN=C1NN=C(c2ccc(NC(C)=O)cc2)CS1	.	-18	5	.	.	0.0	0	-4
C[C@H]1CN([C@@H](C)CO)C(=O)c2c(c3ccccc3n2C)-c2ccccc2CO[C@@H]1CN(C)C(=O)Nc1cccc(C(F)(F)F)c1	.	4	0	.	-3.7	1.7	3	1
CC(=O)NCCNc1nc2cc(-c3ccc4c(ccn4C)c3)sc2c(=O)n1C	3	-54	3	36	0.1	-0.1	8	1
COc1ccc(C(=O)N/C(=C/c2ccccc2F)C(=O)NCCN2CCOCC2)cc1OC	-15	-10	-1	-3	.	0.2	-3	0
COc1ccc2nc(SCC(=O)c3c(N)n(C4CC4)c(=O)[nH]c3=O)[nH]c2c1	-14	-11	-1	-5	.	0.0	2	0
O=C(CCN1CCCCC1)N[C@H]1CC[C@H](CCNS(=O)(=O)c2ccccc2)O[C@H]1CO	6	-9	-4	1	-1.3	0.0	-1	2
CO[C@H]1CN(C)C(=O)c2cc(NC(=O)Nc3cccc(F)c3)ccc2OC[C@@H](C)N(C(=O)C2CC2)C[C@@H]1C	0	.	.	11	-0.1	0.2	.	.
S=C(c1ccco1)N1CCOCC1	.	-41	2	.	-1.5	0.0	2	16
CCOC(=O)C1=C(Cc2ccc(C)cc2)C(=O)c2ccccc2C1=O	.	-52	-3	.	.	.	3	29
CO[C@@H]1CN(C)C(=O)c2ccc(NC(=O)C3CCCC3)cc2OC[C@@H](C)N(Cc2nccs2)C[C@H]1C	2	-14	-1	-11	0.3	0.5	1	7
COCc1nnc(NS(=O)(=O)c2ccc(F)cc2)s1	-15	-5	5	-1	0.2	0.0	2	-9
COc1ccc(N/N=C(\C#N)C(=O)NCCc2ccc(OC)c(OC)c2)cc1	.	-7	-1	-5	2.3	0.8	7	-3
CC1CCN(C(=O)c2ccc(NC(=O)c3cccs3)cc2)CC1	8	-10	0	10	-0.3	0.0	-1	-5
COc1ccc(-c2nn(-c3ccccc3)cc2C(=O)N2CCN(S(=O)(=O)c3ccccc3[N+](=O)[O-])CC2)cc1	14	-6	-3	-3	.	-0.2	2	-3
OC(CN(Cc1ccccc1)Cc1ccccc1)c1ccccc1 (configuration not stated)	7	0	3	-1	0.7	-0.1	0	-3
O=C(C[C@H]1C[C@H]2c3cc(NC(=O)c4ccc5c(c4)OCO5)ccc3O[C@H]2[C@H](CO)O1)NCc1ccc(Cl)cc1	-8	-8	6	11	-0.3	0.6	-5	1
O=C(CNC(=O)Cc1ccccc1)NCc1cccs1	-11	-14	3	3	.	-0.2	0	-6
CCc1ccc2c(COC(=O)CNS(=O)(=O)c3ccc(NC(C)=O)cc3)cc(=O)oc2c1	-12	-5	-6	-8	.	-0.1	0	3
Cc1ccc(NC(=O)CSCC(=O)N2CCN(C(=O)c3ccco3)CC2)cc1	-6	-5	3	-4	0.5	0.0	0	6
CN1CCN(c2oc(-c3ccccc3)nc2S(=O)(=O)c2ccccc2)CC1	-2	-6	2	.	1.1	0.0	-2	-4
COCC(=O)N1CC2(C1)CN(Cc1cc(F)ccc1F)[C@H](CO)c1c2c2ccc(OC)cc2n1C	.	-16	-3	.	0.3	0.0	-4	-7
O=C(COC(=O)c1ccc[n+]([O-])c1)Nc1ccc([N+](=O)[O-])cc1C(F)(F)F	-4	-7	-2	-9	-0.2	-0.1	0	-3
N#C[C@H]1[C@H](c2ccc(-c3cncnc3)cc2)[C@@H](CO)N1C(=O)C1CCC1	5	-74	17	-1	-0.5	0.2	0	-16
CCCC#Cc1cnc2c(c1)C(=O)N([C@H](C)CO)C[C@H](C)[C@@H](CN(C)C(=O)NCCC)O2	-1	8	2	1	0.6	-0.1	0	2
CN(Cc1ccccc1)C(=O)c1ccco1	-4	1	5	-5	-2.6	0.3	-1	-2
C=CCOc1ccc(C=NNc2ccc(S(=O)(=O)Nc3ccccc3C(=O)O)cc2[N+](=O)[O-])cc1OC	1	-46	1	-4	0.0	0.0	-13	3
CN1C(C(=O)NCC2CC2)CC2Cn3c(nc4ccccc43)C21 (configuration not stated)	-2	-36	0	-8	0.0	0.0	2	4
CCCC(=O)NCCc1nc2ccccc2n1CCC	-8	-1	-4	-9	2.0	0.1	1	-8
CCOc1ccc(C(=O)Cc2cc3cccc(OC)c3oc2=O)cc1	-1	-56	3	16	-0.2	0.0	0	-1
COc1cc(OC)cc(C(=O)N[C@H](C(=O)Nc2ccc3c(c2)OCO3)C(C)C)c1	0	-2	1	-5	0.0	0.3	1	0
COC(=O)C1=C(C)NC(=O)/C1=C\c1cc(C)n(-c2ccc(F)cc2)c1C	.	-7	-4	.	.	0.0	2	14
O=C(C1CC1)N1C[C@@H]2[C@H](c3ccccc31)[C@H](CO)N2Cc1ccccc1Cl	7	-19	2	1	0.0	-0.1	2	4
Cc1nn(-c2ccccc2)c(N2CCCCC2)c1/C=N/O	3	3	-6	0	.	.	5	-3
CN1C(=O)c2cc(NS(C)(=O)=O)ccc2OC[C@@H]2O[C@H](CC(=O)N3CCOCC3)CC[C@@H]21	-3	11	0	7	-0.2	0.0	0	4
C[C@H](CO)N1C[C@H](C)[C@@H](CN(C)C(=O)Nc2ccc(N3CCCCC3)cc2)OCc2cnnn2CCCC1=O	3	-7	-2	4	0.2	0.2	0	-16

Arranged by length of the SMILES (largest number first): seven of the compounds above
SMILES	RAD54 inh	RAD52 anneal inh	ERp5 inh	esBAF inh	E-sel inducer	XiGFP reactiv	ERAP1 inh	S100A4 MyoIIA
C[C@H](CO)N1C[C@H](C)[C@@H](CN(C)C(=O)Nc2ccc(N3CCCCC3)cc2)OCc2cnnn2CCCC1=O	3	-7	-2	4	0.2	0.2	0	-16
CN1C(=O)c2cc(NS(C)(=O)=O)ccc2OC[C@@H]2O[C@H](CC(=O)N3CCOCC3)CC[C@@H]21	-3	11	0	7	-0.2	0.0	0	4
C=CCOc1ccc(C=NNc2ccc(S(=O)(=O)Nc3ccccc3C(=O)O)cc2[N+](=O)[O-])cc1OC	1	-46	1	-4	0.0	0.0	-13	3
O=C(C1CC1)N1C[C@@H]2[C@H](c3ccccc31)[C@H](CO)N2Cc1ccccc1Cl	7	-19	2	1	0.0	-0.1	2	4
COc1cc(OC)cc(C(=O)N[C@H](C(=O)Nc2ccc3c(c2)OCO3)C(C)C)c1	0	-2	1	-5	0.0	0.3	1	0
CN1C(C(=O)NCC2CC2)CC2Cn3c(nc4ccccc43)C21 (configuration not stated)	-2	-36	0	-8	0.0	0.0	2	4
CCCC(=O)NCCc1nc2ccccc2n1CCC	-8	-1	-4	-9	2.0	0.1	1	-8

Going on with the list.
SMILES	RAD54 inh	RAD52 anneal inh	ERp5 inh	esBAF inh	E-sel inducer	XiGFP reactiv	ERAP1 inh	S100A4 MyoIIA
Cc1nc(NCC2CCCO2)c2nnn(Cc3ccccc3)c2n1 (configuration not stated)	.	-9	1	0	.	.	0	0
C[C@@H]1CCCCO[C@H](CN(C)S(=O)(=O)c2ccc(Cl)cc2)[C@@H](C)CN([C@H](C)CO)C(=O)c2cc(NC(=O)Cc3ccccc3)ccc2O1	4	9	6	0	0.4	0.1	2	-3
COc1ccc(NC(=O)N2CC[C@@H]3[C@H]2c2cc(Br)ccc2N(C)[C@H]3CO)cc1	6	7	-3	4	0.1	0.2	1	-4
CN(C)C(=O)[C@@H]1[C@@H](CO)[C@@H]2Cn3c(ccc(C4=CCCC4)c3=O)[C@@H]2N1C(=O)Cc1cccnc1	-5	-1	10	2	-0.1	0.0	2	-8
CC(C)Cc1ccc(C(C)C(N)=NCCc2ccccc2)cc1 (configuration not stated)	14	32	1	-84	0.3	0.0	-3	5
C(#Cc1ccccc1)CN1CCN(c2ccccn2)CC1	-12	-4	-4	.	0.5	0.0	-3	-2
Cc1cc(C)c(C#N)c(SCC(=O)Nc2ccccc2C)n1	.	-6	1	.	.	0.1	-5	-2
CN(C)C(=O)C[C@H]1C[C@@H]2c3cc(NS(C)(=O)=O)ccc3O[C@@H]2[C@H](CO)O1	8	-8	15	4	0.3	0.5	-1	6
Cc1cccc(C(=O)NCC(=O)N2CCN(c3ccc(Cl)cc3)CC2)c1	5	-14	0	-4	-0.1	0.0	-1	-5
O=C(N/N=C/c1ccc[nH]1)c1cc(-c2ccc(Cl)cc2)nc2ccccc12	.	-22	2	.	-1.8	0.0	0	-6
CC(C(=O)OCC(=O)NC1CCCC1)N1C(=O)c2ccccc2C1=O (configuration not stated)	-4	-12	-3	2	-0.1	0.1	3	-1
CCOc1ccc(NC(=O)CN(C)C(=O)/C=C/c2ccco2)cc1OCC	-7	-14	4	5	0.2	0.2	-1	-2
Cc1ccc(C(=O)NC(=S)NCc2cccnc2)c(C)c1	.	-9	-3	.	.	0.0	3	-7
Cc1ccc(C(=O)NCC(=O)OC(C)C(=O)Nc2ccc(N3CCOCC3)cc2)s1 (configuration not stated)	4	-11	3	3	0.6	0.0	.	1
Cc1ccc(-c2cnc3c(c2)C(=O)N([C@H](C)CO)C[C@H](C)[C@@H](CN(C)CC2CCOCC2)O3)cc1	8	2	2	-1	-0.2	-0.3	1	-7
O=C(NCc1cccs1)c1csc2c1CCCCC2	.	2	1	4	.	.	2	-3
Oc1ccc(CCC2CCCCN2Cc2nc(C3CC3)no2)cc1 (configuration not stated)	.	-47	-4	.	.	0.0	2	4
